KB-V1 cytotox = kills drug-selected multidrug resistant KB-V1 cells; KB-V1 MDR cells viability, CellTiter-Glo, 72 h; 400,000 tested, 3.4% active; Potency, µM (highest dose often 46.1 µM), for inactives: at the highest dose activity change, negative = cytotoxicity, usual class: cytotoxic; also: potency is read from the fitted curve at half-maximal effect; % is scaled to controls: 0 for no effect and ±100 for the full control effect; nearly all actives have a fitted effect of over 60% in size
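qHTS viability screen in drug-selected KB-V1 MDR cells: 72 h compound treatment at 37 degrees C, ATP luminescence end point.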
HT1080 IDH1KD tx = kills HT-1080 cells with IDH1 knockdown; HT-1080 IDH1 knockdown viability, ATP luminescence, 48 h; Potency, µM (titrated, usually from 46.1 µM), for inactives: at the top dose activity, negative = toxicity, usual class: cytotoxic; 360,000 tested, 2% active; AID 686971;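 also: potency is read from the fitted curve at half-maximal effect; 0% = DMSO wells and -100% = cell-free medium wells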
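IDH1KD HT-1080 cells, 750/well, RPMI + 5% FBS; compound pinned after 2 h settling; 48 h, 37 °C; CellTiter-Glo luminescence; % activity normalised to DMSO and no-cell wells; curves fitted, classed by r2 and efficacy.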
SW480 rereplic = DNA re-replication induction in SW480 cells; 340,000 tested, 1.8% active; Potency, µM (series often up to 46.1 µM), without a hit: at the highest dose re-replication activation, actives largely listed as activators; AID 624297; SW480 DNA re-replication, Hoechst DNA content imaging, 48 h; also: potency is read from the fitted curve at half-maximal effect; % of control where 0% means no effect; nearly all actives have a fitted effect of over 55% in size
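250 cells/well; 23 nL cpd via pin tool; 48 hr, 37 C, 5% CO2; Hoechst 40 min; imager read of total nuclear intensity, ex 405/em 500-530 nm.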
MCF10A rerep = DNA re-replication induction in MCF 10a cells. MCF 10A DNA re-replication, Hoechst nuclear intensity, 48 h. Potency, µM (top dose mostly 46.1 µM), inactives show top-dose activity, positive = re-replication, usual class: activators. 350,000 tested, 2.9% active; also: potency is read from the fitted curve at half-maximal effect; % of control where 0% means no effect; nearly all actives have a fitted effect of over 50% in size
D3 ag = D3 dopamine receptor (human) agonism. D3R DiscoveRx beta-arrestin cells, luminescence, 90 min. max activation, %. 410,000 tested, 0.58% active. AID 652048; in the data active = max activation above about 30%; also: 0% is about no effect; mostly tested at two doses, the higher about 12 µM
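Cells at 1500/well, incubated overnight, then treated with pinned compounds (dopamine as control) for 90 min at 37 degrees C. DiscoveRx reagent added for 30 - 60 minutes at room temperature; luminescence read.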
IL-1B inflam inh = blocks inflammasome-driven IL-1 beta release; THP-1 LPS/ATP IL-1B secretion, AlphaLISA, 16 h; hits give low values; 360,000 tested, 4.7% active; activity change, % at 57.5 µM; in the data active = activity change below about -50%; inconclusive = mostly about -30% to -49%; also: % is scaled to controls: 0 for no effect and ±100 for the full control effect
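Secreted IL-1B measured by AlphaLISA bead assay after 16 h compound exposure of THP-1 cells; compounds (final up to 57.5 uM) added 1 h before LPS (250 ng/mL) and ATP (1.25 mM) stimulation; lower signal means less secretion.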
KB-3-1 cytotox = kills parental KB-3-1 adenocarcinoma cells. 400,000 tested, 1.4% active. Potency, µM (highest dose often 46.1 µM), inactives show at the top dose activity change, negative = cytotoxic, actives largely listed as cytotoxic. KB-3-1 viability, CellTiter-Glo ATP luminescence, 72 h; also: potency is read from the fitted curve at half-maximal effect; % is scaled to controls: 0 for no effect and ±100 for the full control effect; nearly all actives have a fitted effect of over 60% in size
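72 h, 37 °C compound treatment of KB-3-1 parental cells; CellTiter-Glo added, 10 min, luminescence read. Data corrected against DMSO-only plates and normalized before curve fitting.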
GLP1R cytotox = cytotoxicity in counter-screen for GLP-1R inverse agonists; HEK293 cAMP-luciferase reporter cells, luminescence, 24 h; Potency, µM (top dose mostly 38.3 µM), inactives show at the top dose activity change, negative = inhibition, hits mostly inhibitors; 410,000 tested, 0.13% active;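 also: loss of luciferase light is scored as toxicity; potency is read from the fitted curve at half-maximal effect; % is scaled to controls: 0 for no effect and ±100 for the full control effect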
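Luminescence readout: signal drop marks cytotoxicity. Plated cells grew 12 h at 37 °C, 5% CO2, received 23 nL compound for 24 h, then got luciferase reagent, read after 12 min at RT.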
HT1080NT lethal = kills 2HG-producing HT-1080-NT fibrosarcoma cells. AID 686970. Potency, µM (top dose mostly 46.1 µM), without a hit: at the highest dose activity, negative = less viability, hits mostly cytotoxic. 360,000 tested, 1.6% active. HT-1080-NT fibrosarcoma viability, CellTiter-Glo ATP luminescence, 48 h;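 also: NT is the 2HG producing partner of a matched IDH1 knockdown line; potency is read from the fitted curve at half-maximal effect; 0% = DMSO-treated cells and -100% = media-only wells without cells; nearly all actives have a fitted effect of over 55% in size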
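Fibrosarcoma NT cells, 750 per well in 5% FBS RPMI, were exposed to compound for 48 hours. Viability: CellTiter-Glo luminescence.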
* = called active by the depositor; i = inactive; ? = inconclusive; nt = not tested or not shown; & = joins results of further samples; [ ] = dose if it differs, or a comment. Unless noted, calls follow the shape of the dose curve; as a rule, active = well fitted curve in the direction sought with a large enough effect; inconclusive = small, poorly fitted or top-dose-only effect, or another doubt; inactive = no such curve, though single readings can be large; an effect the other way counts as inactive or inconclusive.

SMILES | KB-V1 cytotox | HT1080 IDH1KD tx | SW480 rereplic | MCF10A rerep | D3 ag | IL-1B inflam inh | KB-3-1 cytotox | GLP1R cytotox | HT1080NT lethal
Cc1ccccc1-n1c(C)n[nH]c1=S | -14% | ? | 15µM* | 9.2µM* | -13 | -8 | 7% | 19% | 13µM*
Cc1nn(-c2ccccc2)c(Cl)c1CN(C(=O)CCl)c1ccc(Cl)cc1 | 21µM* | 5.2µM* | 3.3µM* | ? | -11 | -113* | ? | ? | 7.3µM*
Nc1c(N(CCC2=CCCCC2)C(=O)Cc2ccc(F)cc2)c(=O)[nH]c(=O)n1Cc1ccccc1 | 19% | -7% | ? | 14% | -6 | 7 | -27% | 4% | -4%
Cc1c(NC(=O)c2cccc(NC(=O)Cc3ccc(F)cc3)c2)c(=O)n(-c2ccccc2)n1C | -3% | 5% | -2% | 2% | -4 | -8 | -3% | -14% | -4%
Cc1ccc(-c2noc(-c3ccc(N4CCC(C)CC4)c([N+](=O)[O-])c3)n2)cc1 | 2% | nt | nt | nt | -4 | nt | 10% | 9% | nt
COc1cc(C2CC(=O)Oc3c(C(CCN4CCN(c5ccccc5)CC4)c4ccc(N(C)C)cc4)c(OC)cc(OC)c32)cc(OC)c1OC (configuration not stated) | 0% | 7% | -11% | 18% | -14 | -7 | 20% | -7% | 0%
Cc1ccccc1NC(=O)c1c(NC(=O)c2ccco2)sc2c1CCC(C(C)(C)C)C2 (configuration not stated) | 1% | nt | nt | nt | -11 | nt | -4% | -3% | nt
COc1ccc(/C=C/CN2CCCC(C(=O)c3cc(F)ccc3F)C2)cc1 (configuration not stated) | -27% | -2% | -9% | 1% | -15 | -8 | -4% | -6% | -4%
CCCn1c(N)c(C(=O)CSc2nnc(N)s2)c(=O)[nH]c1=O | 0% | -3% | -4% | 6% | -2 | 9 | -19% | 5% | 0%
CC12COC3(C(=O)NCCc4ccccc4)CC1CCC32C (configuration not stated) | -24% | 13% | 0% | 13% | -3 | -14 | 9% | -1% | 16%
O=C(NCC(c1cccs1)S(=O)(=O)c1cccs1)c1ccc(F)c(F)c1 (configuration not stated) | -2% | nt | nt | nt | 5 | nt | -17% | -7% | nt
CCN(CC)C(=O)C(=O)c1cccn1-c1ccc(C#N)cc1 | -18% | -1% | 10% | -10% | -3 | -11 | 1% | 5% | 0%
S=c1[nH]nc(-c2cccnc2)n1Cc1ccccc1 | 2% | 11% | -9% | 0% | -7 | 9 | 0% | -15% | 11%
CCN1CCN(C(=O)c2cc3cc(F)ccc3[nH]2)CC1 | 11% | -11% | -1% | -8% | 0 | -3 | -2% | -4% | -1%
O=C(CCN1C(=O)/C(=C/c2ccc(F)cc2)SC1=S)NNC(=O)c1ccncc1 | -7% | 0% | -4% | 1% | 1 | 2 | 6% | 1% | 1%
O=C(CSc1nc2c(sc3ccccc32)c(=O)n1CCO)NCc1ccco1 | 2% | 0% | -1% | 11% | 4 | 19 | 10% | 2% | 2%
Cc1coc2c1C(=O)C(=O)c1c-2ccc2c(C)cccc12 | 9.2µM* | -14% | 5.2µM* | ? | 6 | -12 | 9.2µM* | -31% | -11%
CSCCC(c1nc2ccccc2[nH]1)n1c(=O)c(-c2cc3ccccc3[nH]2)nc2ccccc21 (configuration not stated) | -18% | ? | nt | nt | 8 | -17 | -10% | 386%[activator] | ?
C[C@@H](CC#N)CN1CC[C@H](C(C)(C)C)CCC1=O | 17%&-12% | 5% | -12% | 9% | 12 | 25 | 2%&12% | 25% | 0%
Cc1c(NC(=O)COC(=O)CSc2ccc(C(N)=O)cc2[N+](=O)[O-])c(=O)n(-c2ccccc2)n1C | 5% | 10% | 2% | ? | 1 | i | 1% | 6% | -1%
CCOC(=O)Cc1c(C)c2ccc(N(CC)CC)cc2oc1=O | ? | -2% | 15µM* | 18µM* | 3 | -13 | 7% | nt | ?
Nc1nonc1-c1noc(CCCN2C(=O)c3ccccc3C2=O)n1 | 14% | 2% | 3%[9.22 µM] | ? | -3 | 0 | -3% | 10% | 5%
COc1ccc(CCN(C)C(=O)CN2C(=O)NC3(CCCCCC3)C2=O)cc1OC | ? | 1% | -2% | 5% | -4 | 7 | -1% | 13% | -3%
Cc1nc(-c2ccccc2)c(-c2ccccc2)[nH]1 | -29% | ? | 4% | 5% | -13 | 11 | -9% | -13% | -18%
CCOC(=O)NC(=O)CSc1ccccn1 | 8% | 6% | 4% | -8% | 9 | 3 | 11% | -1% | 3%
Clc1ccc(-c2cccc3nccn23)cc1 | -10% | 9% | nt | nt | 3 | 34 | 0% | -1% | 37%
COC(=O)[C@]12CCCCC=C1N(Cc1cccc3ccccc13)C(=O)[C@H](CC(=O)N1CCN(C(=O)c3ccco3)CC1)C2 | 0% | ? | nt | nt | 1 | -19 | 3% | -12% | ?
COc1ccccc1C(=O)N(CCN(C)C)c1nc2cc(C)cc(C)c2s1 | -6% | 0% | -3% | -1% | -12 | 0 | 2% | -17% | 1%
NS(=O)(=O)c1cc2c(cc1Cl)NC(Cc1ccccc1)NS2(=O)=O (configuration not stated) | -3% | 8% | -10% | 0% | -1&11 | 18 | 10% | -5% | 7%
NC(=O)CSc1nc(-c2ccccc2)nc2ccccc12 | 0% | -2% | -5% | 4% | -5 | 15 | -10% | -6% | -9%
CCC(C)(C)C1CCC2(CC1)NC(=O)N(CC(=O)N(C)Cc1ccc3c(c1)OCCO3)C2=O (configuration not stated) | -11% | 12% | -5% | ? | 16 | -17 | ? | -19% | 4%
c1ccc(-c2nnn(C34CC5CC(CC(C5)C3)C4)n2)cc1 | 13% | 2% | 1% | ? | -6 | 14 | 28% | 14% | 1%
COC(=O)c1cc(=O)n2c(-c3ccccc3)csc2n1 | 24% | 19% | -4% | 12% | -2 | 11 | 9% | -11% | 17%
CCOC(=O)c1sc(-c2ccccc2)nc1C | 6% | 16% | 0% | 0% | 15 | 16 | 5% | -3% | 20%
O=C(CSc1nncc(=O)[nH]1)NCc1ccccc1 | 19% | ? | -6% | 0% | 3 | 6 | 1% | 20% | 25%
Cc1cc(=O)oc2cc(OCC(=O)OCC(=O)Nc3c(C)n(C)n(-c4ccccc4)c3=O)ccc12 | 10% | 12% | 0% | 1% | 9 | -11 | -2% | -3%[7.66 µM] | 17%
O=C(CCc1nnc(-c2ccc3c(c2)OCO3)o1)NC(c1ccccn1)C(F)(F)F (configuration not stated) | ? | ? | 11% | 1% | -6 | -3 | 0% | 6% | 3%
O=C(NCCN1CCN(C(=O)c2cc3ccccc3oc2=O)CC1)c1cc2ccccc2oc1=O | 12% | 0% | -9% | 0% | -6 | -4 | 0% | 2% | -8%

Random draw from the library (roughly 11% active in at least one column).
